# Pf apPOL block: Pf-apPOL DNA polymerase inhibition; Recombinant Pf-apPOL, molecular beacon fluorescence, 1.5 h; inhibition, % at 10 µM; actives 0.25% (n = 210,000); AID 1794808
# mHTT CaM bind: inhibitors of human mutant huntingtin-calmodulin interaction; AlphaScreen His-mHTT/GST-CaM binding, luminescence; inhibition, % at 15 µM; actives 3.6% (n = 190,000);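 note: 0% = both proteins with DMSO and 100% = one protein alone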
# Target sequence (P42858 whole entry, looked up, stated change not applied): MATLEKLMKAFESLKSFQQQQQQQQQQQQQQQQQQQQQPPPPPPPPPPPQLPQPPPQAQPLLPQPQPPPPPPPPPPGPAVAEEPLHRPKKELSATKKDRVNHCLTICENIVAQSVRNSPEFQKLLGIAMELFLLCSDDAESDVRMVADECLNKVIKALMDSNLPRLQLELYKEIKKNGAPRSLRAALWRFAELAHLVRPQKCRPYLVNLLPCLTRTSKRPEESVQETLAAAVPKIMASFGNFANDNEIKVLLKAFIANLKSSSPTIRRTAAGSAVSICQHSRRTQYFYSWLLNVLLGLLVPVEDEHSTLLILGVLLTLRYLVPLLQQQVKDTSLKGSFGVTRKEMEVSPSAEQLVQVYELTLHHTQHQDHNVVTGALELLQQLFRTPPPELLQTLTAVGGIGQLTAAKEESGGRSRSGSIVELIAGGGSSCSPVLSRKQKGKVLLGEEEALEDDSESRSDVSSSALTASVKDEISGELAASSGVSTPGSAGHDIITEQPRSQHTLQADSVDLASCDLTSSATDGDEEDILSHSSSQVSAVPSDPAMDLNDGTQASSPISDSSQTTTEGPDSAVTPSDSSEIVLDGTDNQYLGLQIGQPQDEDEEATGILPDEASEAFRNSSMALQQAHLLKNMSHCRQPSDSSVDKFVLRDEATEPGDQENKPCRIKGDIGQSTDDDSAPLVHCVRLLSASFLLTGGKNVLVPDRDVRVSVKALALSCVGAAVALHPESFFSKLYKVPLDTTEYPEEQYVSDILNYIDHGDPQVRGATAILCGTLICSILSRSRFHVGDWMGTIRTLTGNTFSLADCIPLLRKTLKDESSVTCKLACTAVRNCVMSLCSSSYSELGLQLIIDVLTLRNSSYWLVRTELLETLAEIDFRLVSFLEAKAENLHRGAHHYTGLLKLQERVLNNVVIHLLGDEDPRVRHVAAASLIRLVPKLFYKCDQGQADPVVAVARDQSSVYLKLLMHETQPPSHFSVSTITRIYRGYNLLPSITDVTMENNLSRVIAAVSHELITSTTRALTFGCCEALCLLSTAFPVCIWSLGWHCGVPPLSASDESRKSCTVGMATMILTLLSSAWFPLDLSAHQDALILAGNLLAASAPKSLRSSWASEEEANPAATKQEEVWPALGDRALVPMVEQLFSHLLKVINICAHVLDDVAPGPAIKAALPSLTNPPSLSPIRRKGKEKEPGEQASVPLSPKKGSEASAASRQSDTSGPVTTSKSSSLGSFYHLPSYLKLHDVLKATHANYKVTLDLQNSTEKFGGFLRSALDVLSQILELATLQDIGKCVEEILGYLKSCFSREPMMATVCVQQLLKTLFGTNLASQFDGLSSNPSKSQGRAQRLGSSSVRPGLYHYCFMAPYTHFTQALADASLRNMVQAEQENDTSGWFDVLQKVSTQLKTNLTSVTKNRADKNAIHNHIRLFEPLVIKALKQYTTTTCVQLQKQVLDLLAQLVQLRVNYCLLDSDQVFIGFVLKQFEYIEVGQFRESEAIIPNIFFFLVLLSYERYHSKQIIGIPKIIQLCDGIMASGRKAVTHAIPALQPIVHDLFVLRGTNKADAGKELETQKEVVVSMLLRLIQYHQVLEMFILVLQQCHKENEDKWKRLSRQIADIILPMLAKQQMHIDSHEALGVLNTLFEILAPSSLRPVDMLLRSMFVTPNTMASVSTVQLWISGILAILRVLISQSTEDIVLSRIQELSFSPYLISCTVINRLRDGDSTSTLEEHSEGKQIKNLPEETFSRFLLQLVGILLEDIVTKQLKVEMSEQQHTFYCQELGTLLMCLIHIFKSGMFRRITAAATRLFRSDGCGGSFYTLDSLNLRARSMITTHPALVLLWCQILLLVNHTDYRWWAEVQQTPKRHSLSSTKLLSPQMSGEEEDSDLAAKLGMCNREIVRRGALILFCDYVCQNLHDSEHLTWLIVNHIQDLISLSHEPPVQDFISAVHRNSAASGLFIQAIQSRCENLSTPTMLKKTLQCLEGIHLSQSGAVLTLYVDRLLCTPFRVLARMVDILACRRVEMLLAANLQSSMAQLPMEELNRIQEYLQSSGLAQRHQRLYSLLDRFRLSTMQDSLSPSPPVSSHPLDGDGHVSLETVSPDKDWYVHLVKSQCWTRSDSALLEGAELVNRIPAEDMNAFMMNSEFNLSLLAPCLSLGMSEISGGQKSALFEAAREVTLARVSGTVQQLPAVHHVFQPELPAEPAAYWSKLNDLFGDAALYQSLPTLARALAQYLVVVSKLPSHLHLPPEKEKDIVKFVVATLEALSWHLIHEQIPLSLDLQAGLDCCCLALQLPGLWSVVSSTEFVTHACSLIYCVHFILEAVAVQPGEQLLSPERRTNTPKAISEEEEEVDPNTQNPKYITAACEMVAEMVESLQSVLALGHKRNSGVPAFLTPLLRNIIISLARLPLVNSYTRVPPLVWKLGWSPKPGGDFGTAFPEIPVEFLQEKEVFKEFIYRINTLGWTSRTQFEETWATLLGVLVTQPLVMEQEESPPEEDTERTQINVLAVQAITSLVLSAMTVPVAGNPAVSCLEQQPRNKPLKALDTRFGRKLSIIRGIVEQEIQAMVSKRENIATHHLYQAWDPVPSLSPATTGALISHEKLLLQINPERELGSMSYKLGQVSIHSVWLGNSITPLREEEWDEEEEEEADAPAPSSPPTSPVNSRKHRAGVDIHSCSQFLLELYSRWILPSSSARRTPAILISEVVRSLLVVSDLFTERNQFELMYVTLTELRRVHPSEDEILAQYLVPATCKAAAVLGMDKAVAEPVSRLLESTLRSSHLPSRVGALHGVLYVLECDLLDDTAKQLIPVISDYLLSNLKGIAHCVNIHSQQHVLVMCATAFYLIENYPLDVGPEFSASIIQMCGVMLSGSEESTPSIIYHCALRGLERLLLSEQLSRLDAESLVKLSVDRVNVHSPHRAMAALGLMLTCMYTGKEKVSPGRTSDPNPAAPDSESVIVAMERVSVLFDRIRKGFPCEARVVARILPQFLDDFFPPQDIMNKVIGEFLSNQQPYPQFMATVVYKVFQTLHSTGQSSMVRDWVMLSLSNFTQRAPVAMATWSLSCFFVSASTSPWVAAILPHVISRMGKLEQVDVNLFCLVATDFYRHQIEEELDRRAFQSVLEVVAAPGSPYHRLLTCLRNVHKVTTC
# * hit, by the source's call; i = inactive; nt = not tested or not shown; & = joins results of further samples. Cut-off read from the data, not from the text of the source: active = inhibition above about 50%; inactive = the rest.
SMILES,Pf apPOL block,mHTT CaM bind
Cc1sc(C(=O)N2CCCC2)c2ncnc(NCc3cccc(Cl)c3)c12,-4,4
CN(CC(=O)Nc1c2c(nc3c1CCC3)CCCC2)Cc1ccccc1,-6,-2
CCC(=O)N1CCN(c2nc3c(s2)CC(C(=O)NCc2ccc(F)cc2F)CC3)CC1 (stereo not drawn),0,4
Cn1c(OCc2ccc3c(c2)OCO3)nc2c1c(=O)n(Cc1ccccc1F)c(=O)n2C,-9,0
CCOCC(=O)N1CCc2nc(-c3ccc(F)cc3)ncc2C1,-8,10
C(=N\N1CCN(C2c3ccccc3-c3ccccc32)CC1)/c1ccncc1,nt,i
Cc1noc(C)c1C1CCCN1C(=O)NCc1ccc(F)cc1 (stereo not drawn),-3,-1
Cc1ccc(C)c2sc(N(Cc3ccccn3)C(=O)C3=COCCO3)nc12,-5,6
C#CCSc1nncn1C(=O)/C=C/c1ccco1,nt,6
O=C(NC1CC2CC1N(S(=O)(=O)c1ccc3c(c1)CCCC3)C2)c1cccs1 (stereo not drawn),-2,25
Cc1cc(C)cc(C(=O)N2CCCC(C(=O)NCc3ccc(OC(C)C)cc3)C2)c1 (stereo not drawn),-2,7
CC[N+](C)(CC)CC(O)COc1ccc(C23CC4CC(CC(C4)C2)C3)cc1 (stereo not drawn),-5,17
O=C(CCCOc1ccccc1)Nc1ccc(S(=O)(=O)Nc2nccs2)cc1,-112,22
O=C1CSC(c2ccncc2)N1CC1CC1 (stereo not drawn),-8,nt
Cc1nc2c(C(=O)NCCC(C)C)cnn2c(C)c1Cc1ccc(Cl)cc1,2,21
Cc1c(N(C)S(=O)(=O)c2ccc(C(C)(C)C)cc2)c(=O)n(-c2ccccc2)n1C,-3,17
Cc1cccc(NC(=O)N2CCC(CCNC(=O)c3cc4ccccc4[nH]3)CC2)c1,-4,0
COc1ccc(C(=O)N2CCCC(c3nc(CNC(=O)C(C)C)cs3)C2)cc1F (stereo not drawn),-5,-8
COc1cc(O)c(C(CCN2CCCC2)c2cc(OC)c(OC)c(OC)c2)c(OC)c1 (stereo not drawn),-1,13
CCCOc1ccc(/C=C/c2[nH]c(=O)[nH]c(=O)c2[N+](=O)[O-])cc1OC,-11,1
O=c1ccc(S(=O)(=O)N2CCOCC2)cn1Cc1cccc(Cl)c1,-1,-10
O=C(O)c1ccc2c(=O)c(C(=O)O)c[nH]c2c1,0,-1
COc1ccc(OC)c2[nH]c(=O)c(CCNC(=O)C3CC3)cc12,-6,0
O=C(C1CC(=O)N(c2ccc(F)c(Cl)c2)C1)N1CCc2c(nc3cc[nH]n3c2=O)C1 (stereo not drawn),-2,14
O=C(/C=C/c1ccc(Cl)cc1)Nc1ccc(NC(=O)c2ccco2)cc1,-8,-1
SMILES,Pf apPOL block,mHTT CaM bind
CCSc1sccc1C1C(C#N)=C(N)N(c2ccccc2)C2=C1C(=O)CCC2 (stereo not drawn),-5,4
Cn1nnc2c(N3CCN(C(=O)c4ccccc4C(F)(F)F)CC3)ncnc21,-3,-7
COCCN1CC(C(=O)NCc2ccc(F)c(Cl)c2)CC1=O (stereo not drawn),2,5
CCc1ccc(NC(=O)Cn2cccc2-c2nnc(C3CC3)o2)cc1,0,-2
O=C1C=C(/C=C/c2cccs2)CC(c2cccs2)C1n1cnc([N+](=O)[O-])n1 (stereo not drawn),-2,44
O=C(Cc1ccc(-c2ccccc2)cc1)NCC#CCN1CCCC1,-6,11
COc1cccc(CNC(=O)c2ccc3c(c2)CC(=O)N3C)c1,2,-3
O=c1[nH]c2ccccc2n1CCN1CCN(c2cccc(C(F)(F)F)c2)CC1,-10,nt
CCN1CCN(C(=O)c2ccc3c(c2)Sc2ncccc2C(=O)N3C(C)C)CC1,2,8
Oc1oc(-c2ccc(Cl)cc2)nc1C=Nc1ccccc1Cl,-2,5
Cc1ccc(O)c(NC(=O)C2CC(c3c(F)cccc3Cl)=NO2)c1 (stereo not drawn),0,2
N#Cc1c(N)nc2c(c1-c1cccs1)CCCCCC2,-4,-3
COc1ccc(CCNC(=O)c2cc3cc4ccc(C)cc4nc3o2)cc1OC,4,16
CCCCOC(=O)Nc1ccc(S(=O)(=O)Nc2ccccc2)cc1,-4,-2
Cc1ccsc1C=C1Oc2cc(OC(=O)C(C)C)ccc2C1=O,-4,36
O=S(=O)(Nc1ccc(O)c(Cl)c1)c1ccccc1,-7,-2
Cc1noc(COC2CCCN(C(=O)c3c(F)cccc3F)C2)n1 (stereo not drawn),1,-8
CCN(CCCNC(=O)CCS(=O)(=O)Cc1ccccc1F)c1cccc(C)c1,-16,29
Nc1ccc(-c2nc3cc4sc(-c5ccc(N)cc5)nc4cc3s2)cc1,-3,3
CCc1ccc(C(=O)N2CCC(c3nc4ccncc4n3C)C2)cc1 (stereo not drawn),-7,6
CCc1c(C)c(C#N)c2[nH]c3ccccc3n2c1=O,1,-7
COc1ccc(N2CCN(C(=O)C3c4ccccc4CCN3C(=O)C3CC3)CC2)cc1 (stereo not drawn),-5,49
COc1ccccc1NC=C1C(=O)OC2(CCCCC2)OC1=O,-2&2,-5&-2
Cc1ccc2c(Nc3ccc(F)cc3C)c(-c3nc(C)no3)cnc2n1,-4,58*
CC1=C(C(=O)Nc2cc(C)ccn2)C(c2ccc(Cl)cc2)C2=C(CC(C)(C)CC2=O)N1 (stereo not drawn),-9,-3
SMILES,Pf apPOL block,mHTT CaM bind
O=C(O)c1cc(-c2cccnc2)nc2ccc(Br)cc12,11&-6&-6,0&-3&-2
CCOc1ccccc1NC(=O)c1ccc(F)c(S(=O)(=O)NCc2ccccc2Cl)c1,-2,-1
Cc1ccccc1NC(=O)c1c(Br)sc2c1CCCC2,-2,-10
c1ccc(Nc2nc3nonc3nc2N2CCOCC2)cc1,-1,-6
COCCCN1C(=O)CC(N2CCN(c3ccc(F)cc3)CC2)C1=O (stereo not drawn),26,-5
O=S(=O)(NCC1(O)CCCC1)C1CCCCC1,-2,-6
CC(C)(C)OC(=O)NCCNC(=O)Nc1cccc(Cl)c1Cl,-6&-4,nt
OCC#CC(O)(c1ccc(F)cc1)c1ccc(F)cc1,-8,-2
Cn1c(C2CCN(C(=O)Nc3cc(F)c(F)c(F)c3)CC2)cc(=O)n2nccc12,-3,-11
Oc1ccc(C=Nc2ccc(I)cc2)cc1,2,5
O=C(c1cc2c(s1)CCCC2)N1CC2CC1CC2NS(=O)(=O)c1cccnc1 (stereo not drawn),-1,8
CCOC(CNc1ncnc2sc(C)c(C)c12)OCC,-7,4
Cc1ccccc1OCC(=O)O/N=C(\N)c1ccncc1,-3,i
O=C1Nc2ccccc2N(O)N1c1ccc(Br)cc1,-3,1
CCc1ccc(NC(=O)c2csc3c2CCCC3)cc1,-4,-16
CCOCC(=O)N1CCN(Cc2nnnn2-c2ccc(F)cc2)CC1,-8,-15
COc1cc(Br)c(/C=C2\SC(=N)NC2=O)cc1OC,-10,38
Cc1cn(C(C)C(=O)NC(C)C)c(=NC(=O)c2ccccc2F)s1 (stereo not drawn),4,-10
O=C(C1=Cc2cc(Cl)ccc2OC=C1)N1CCOCC1,-28,-1
CCCC(=O)N1CCC2(CC1)NC(=O)c1cc(Cl)ccc1N2,-1,-7
CC(C)OC(=O)C(C)Nc1n[nH]c(=O)[nH]c1=O (stereo not drawn),nt,-6
O=C(CCCc1ccccc1)Nc1cccc([N+](=O)[O-])c1,-4,4
O=C(Nc1nnc(CSCc2ccccc2F)s1)Nc1ccc(Cl)cc1Cl,-9,-2
CN1CCN(C(=O)C23CC4CCC(CC(C4)C2)C3)CC1,1,-6
COc1cccc(CNC(=O)N2CCC(N3CCN(Cc4ccc(F)cc4)C3=O)CC2)c1,-1,15
SMILES,Pf apPOL block,mHTT CaM bind
O=C(Nc1ccccc1[N+](=O)[O-])c1cc(-c2cccs2)nc2ccccc12,-4,2
O=C(c1cccs1)N1CCN(c2ccccn2)CC1,-2,1
O=[N+]1ON=C(c2ccccc2)C1=NN=c1c(-c2ccccc2)non1[O-],nt,-7
CCOc1ccc(-c2ccc(=O)n(CCNC(=O)c3cn(C)nc3OC)n2)cc1,-9,6
COc1ccc(CC(=O)Nc2cc(C)ccc2C)cc1,0,0
CC1CCCCN1C(=O)C1CC(=O)N(c2ccc(F)cc2)C1 (stereo not drawn),-2,1
Cc1noc(-c2nn(C)c3c2CN(C(=O)Nc2ccccc2C(F)(F)F)CC3)n1,-2,3
Cc1ccc(NC(=O)C2CC(=O)N(C(C)C)C2)cc1Cl (stereo not drawn),-3,2
O=C(NCc1ccc(F)c(Cl)c1)c1cc2c(s1)CCN(C(=O)c1ccccc1)C2,-8,21
O=S(=O)(CCN1CCN(c2ccccn2)CC1)c1ccc(F)cc1,-8&0,nt
CCOc1ccc(-c2nc3s/c(=C\c4ccc(OCC)c(OCC)c4)c(=O)n3n2)cc1,-6,1
COc1ccc(-c2nccn3cc(C(=O)NC4CC4)nc23)cc1,3,23
CCC(=O)N1CCc2c(c(-c3nc(-c4ccc(F)cc4)no3)nn2C)C1,-5,-1
Cc1nnc2n1CCN(C(=O)COc1ccc(Cl)cc1)C2,-8,-7
O=C(Nc1cccc(C(F)(F)F)c1)OCCSc1ccc([N+](=O)[O-])c2nonc12,0,nt
CN(C)S(=O)(=O)c1ccc2c3c(cccc13)C(=O)N2C(=O)c1ccc([N+](=O)[O-])cc1,-7,-8
CC1(C)CC(=O)c2cnc(SCC(=O)Nc3ccc(F)cc3F)nc2C1,-7,nt
C=C(C)c1cccc(C(C)(C)NC(=O)NCC2CCCO2)c1 (stereo not drawn),-39,-1
CCn1cc(C(=O)NCCCN2CCOCC2)c(=O)c2ccc(C)nc21,-6,2
O=C(NC1CCCCC1)c1cccc(-c2cnc(N3CCCC3)nc2)c1,4,-6
Cc1csc2ncc(C(=O)Nc3ccc(Br)cc3F)c(=O)n12,-1,-7
O=C(Nc1cccc2c1C(=O)NC2=O)c1ccc(Cl)s1,1,100*
CCCCCCCCCCCCSC(=S)Nc1ccc(OC)cc1,1,nt
Cc1ccccc1NC(=O)N1CCc2nc(-c3ccc(Cl)cc3)ncc2C1,-4,-1
Cc1nn(S(=O)(=O)c2ccc(Br)cc2)c(C)c1Sc1ccccc1,9,-19
SMILES,Pf apPOL block,mHTT CaM bind
O=c1c(I)cn(Cc2ccccc2)c(=O)n1Cc1ccccc1,3,-10
Cc1ccc(CN2C(=O)CCC2(C)C(=O)NCc2cccnc2)cc1 (stereo not drawn),-6,0
COc1ccc(-n2c(N(C)C)nc3cc(C(=O)NC4CC4)sc32)cc1,-1,17
O=C(Nc1ccccc1Cl)c1cc(S(=O)(=O)NCCc2ccccc2)ccc1F,-17,6
N#CC1=C(N)OC2=C(C(=O)CC(c3ccccc3)C2)C1c1ccoc1 (stereo not drawn),-9,7
COc1ccc(NC(=O)CSc2cc(NCc3ccccc3Cl)ncn2)c(OC)c1,-7,2
COc1ccc2cc(-c3csc(NC(=O)CCC(=O)NCc4ccccn4)n3)c(=O)oc2c1,-1,2
CC(=O)NCC(=O)N1CCc2[nH]nc(-c3ccccc3)c2C1,-1,-11
COc1cccc(C(=O)Nc2c3c(nn2-c2ccc(C)cc2)CSC3)c1,-8,41
Cc1c(F)cccc1NC(=O)C1CC(=O)N(c2ccc3c(c2)CCN3C(=O)C2CCC2)C1 (stereo not drawn),-5,-2
COc1ccccc1-c1cc(C(=O)NCc2cccnc2)no1,-10,-2
Cn1nc(NC(=O)c2cc(-c3ccccc3)on2)c2c1NC(=O)CC2c1cccs1 (stereo not drawn),-6,-6
CCCCn1cc2c3c(cccc31)CN(C(=O)NCC(=O)OCC)CC2,-5,10
Cc1cc(S(=O)(=O)NCCOc2cc(N3CCCCC3)ncn2)ccc1F,-8,-4
CC1(C)CC(NC(=O)c2ccccc2Cl)CC(C)(C)N1O,5,-2
CCC(=O)Nc1ccc2nn(-c3ccc(C)c(Cl)c3)nc2c1,1,1

# Entries from the list above containing an aryl methoxy group, in the order listed:
SMILES,Pf apPOL block,mHTT CaM bind
COc1ccc(C(=O)N2CCCC(c3nc(CNC(=O)C(C)C)cs3)C2)cc1F (stereo not drawn),-5,-8
COc1cc(O)c(C(CCN2CCCC2)c2cc(OC)c(OC)c(OC)c2)c(OC)c1 (stereo not drawn),-1,13
CCCOc1ccc(/C=C/c2[nH]c(=O)[nH]c(=O)c2[N+](=O)[O-])cc1OC,-11,1
COc1ccc(OC)c2[nH]c(=O)c(CCNC(=O)C3CC3)cc12,-6,0
COc1cccc(CNC(=O)c2ccc3c(c2)CC(=O)N3C)c1,2,-3
COc1ccc(CCNC(=O)c2cc3cc4ccc(C)cc4nc3o2)cc1OC,4,16
COc1ccc(N2CCN(C(=O)C3c4ccccc4CCN3C(=O)C3CC3)CC2)cc1 (stereo not drawn),-5,49
COc1ccccc1NC=C1C(=O)OC2(CCCCC2)OC1=O,-2&2,-5&-2
COc1cc(Br)c(/C=C2\SC(=N)NC2=O)cc1OC,-10,38
COc1cccc(CNC(=O)N2CCC(N3CCN(Cc4ccc(F)cc4)C3=O)CC2)c1,-1,15
CCOc1ccc(-c2ccc(=O)n(CCNC(=O)c3cn(C)nc3OC)n2)cc1,-9,6
COc1ccc(CC(=O)Nc2cc(C)ccc2C)cc1,0,0
COc1ccc(-c2nccn3cc(C(=O)NC4CC4)nc23)cc1,3,23
CCCCCCCCCCCCSC(=S)Nc1ccc(OC)cc1,1,nt
COc1ccc(-n2c(N(C)C)nc3cc(C(=O)NC4CC4)sc32)cc1,-1,17
COc1ccc(NC(=O)CSc2cc(NCc3ccccc3Cl)ncn2)c(OC)c1,-7,2
COc1ccc2cc(-c3csc(NC(=O)CCC(=O)NCc4ccccn4)n3)c(=O)oc2c1,-1,2
COc1cccc(C(=O)Nc2c3c(nn2-c2ccc(C)cc2)CSC3)c1,-8,41
COc1ccccc1-c1cc(C(=O)NCc2cccnc2)no1,-10,-2

# Rows were taken by chance. Share with any hit: about 3.7%.
